Bioassay records from PubChem.
HCMV antiviral – inhibitors of human cytomegalovirus; activity change, negative = inhibition, % at 57.5 µM; 4.5% of 410,000 active; AID 1259415; HFF cells, HCMV-luciferase reporter, 72 h; stronger effect = lower value; in the data active = activity change below about -60%; inconclusive = no clear call, values can overlap the other calls; inactive = above about -39%; also: % is scaled to controls: 0 for no effect and ±100 for the full control effect
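Compounds were evaluated in HFFs infected with an HCMV luciferase reporter virus (MOI 1 PFU/cell). Luciferase in lysates collected 72 h post infection served as the replication measure.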
AmpC detergent – inhibitors of E. coli AmpC beta-lactamase with detergent; AmpC hydrolysis of nitrocefin, absorbance 480 nm, 0.01% Triton; Potency, µM (series often up to 114 µM), inactives show at the top dose activity change, negative = inhibition, actives largely listed as inhibitors; 0.041% of 370,000 active; AID 485294;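 also: potency is read from the fitted curve at half-maximal effect; 0% = no-compound wells and -100% = no-enzyme wells; nearly all actives have a fitted effect of over 25% in size; some results filed as inactive show a strong effect at the top dose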
Target sequence (P00811 whole entry, looked up): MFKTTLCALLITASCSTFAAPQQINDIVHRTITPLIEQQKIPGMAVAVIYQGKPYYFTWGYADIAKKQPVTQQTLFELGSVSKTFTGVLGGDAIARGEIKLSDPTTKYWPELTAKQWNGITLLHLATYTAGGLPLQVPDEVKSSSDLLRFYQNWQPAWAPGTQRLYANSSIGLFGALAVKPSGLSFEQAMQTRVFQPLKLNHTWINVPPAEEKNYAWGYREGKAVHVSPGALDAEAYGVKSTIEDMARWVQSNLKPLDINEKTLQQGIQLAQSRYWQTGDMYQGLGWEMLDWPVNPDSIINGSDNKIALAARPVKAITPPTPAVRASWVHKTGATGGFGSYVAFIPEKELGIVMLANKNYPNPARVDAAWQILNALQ
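20 mM phosphate pH 7.0 + 0.01% (detergent screen) or 0.0001% Triton X-100; 5.3 nM AmpC reagent; cpd preinc 15 min RT; nitrocefin (800 uM stock) to start; A480 q20 s × 4 min; Activity was normalised to no-enzyme and no-compound control wells.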
CHX counter – counter-screen hit for Shiga toxin inhibitors, cycloheximide; 12% of 300,000 active; cell reporter, cycloheximide protein synthesis inhibition counterscreen; max response, %; in the data active = max response mostly above about 13%, no sharp cut-off; inactive = mostly below about 14%; also: read at 38.3 µM for the half of the compounds with a filed dose; 0% is about no effect
FBPA Giardia inh – Giardia lamblia aldolase inhibition | A8B2U2 | purified Giardia FBPA | Potency, µM (titrated, usually from 59.6 µM), inactives show at the highest dose activity, negative = inhibition, usual class: inhibitors | 0.71% of 290,000 active; also: potency is read from the fitted curve at half-maximal effect; % is scaled to controls: 0 for no effect and ±100 for the full control effect; nearly all actives have a fitted effect of over 55% in size
Target sequence (A8B2U2 whole entry, looked up): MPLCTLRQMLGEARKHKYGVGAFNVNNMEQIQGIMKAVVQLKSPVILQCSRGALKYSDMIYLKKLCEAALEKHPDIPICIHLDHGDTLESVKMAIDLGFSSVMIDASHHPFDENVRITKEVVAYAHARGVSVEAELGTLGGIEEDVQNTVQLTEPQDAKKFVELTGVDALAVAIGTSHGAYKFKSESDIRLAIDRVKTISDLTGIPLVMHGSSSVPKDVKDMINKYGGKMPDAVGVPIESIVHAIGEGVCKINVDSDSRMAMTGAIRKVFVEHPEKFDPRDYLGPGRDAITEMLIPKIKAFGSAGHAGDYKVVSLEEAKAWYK
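40 nM FBPA preincubated 10 min at RT with compound (up to 57.5 uM final), then substrate plus GAPDH/TPI/NAD/arsenate coupling and diaphorase/resazurin added. Fluorescence read after 20 min at RT, 525/598 nm.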
AmpC inh no detg – blocks E. coli AmpC beta-lactamase in detergent-free assay; 0.52% of 330,000 active; AmpC nitrocefin hydrolysis, absorbance 480 nm, 0.0001% Triton; P00811; Potency, µM (series often up to 57.1 µM), inactives show at the top dose activity change, negative = inhibition, usual class: inhibitors; AID 485341;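 also: potency is read from the fitted curve at half-maximal effect; plate controls were no compound for no effect and no enzyme for full effect; nearly all actives have a fitted effect of over 20% in size; some results filed as inactive show a strong effect at the top dose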
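20 mM phosphate pH 7.0 + 0.01% (detergent screen) or 0.0001% Triton X-100; 5.3 nM AmpC reagent; cpd preinc 15 min RT; nitrocefin (800 uM stock) to start; A480 q20 s × 4 min; Activity was normalised to no-enzyme and no-compound control wells.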
Shiga toxin inh – Shiga toxin inhibition; Vero cells, Shiga toxin protein synthesis inhibition reporter; inhibition, % at 38.7 µM; 9.2% of 290,000 active; in the data active = inhibition mostly above about 28%, no sharp cut-off; inactive = mostly below about 43%; also: 0% is about no effect
AMA1 RON2 block – inhibitors of Plasmodium falciparum AMA1-RON2 interaction; AID 720542; Potency, µM (top dose mostly 58.2 µM), inactives show top-dose activity change, negative = inhibition, actives largely listed as inhibitors; 0.2% of 360,000 active; AlphaScreen AMA1-biotinylated RON2 peptide binding;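 also: potency is read from the fitted curve at half-maximal effect; 0% = vehicle wells and -100% = peptide control; nearly all actives have a fitted effect of over 45% in size; some results filed as inactive show a strong effect at the top dose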
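AMA1 (3D7) with his tag at 25 nM final met compounds first, then biotinylated RON2 peptide at 25 nM; detection used donor plus acceptor beads, 10 µg/mL apiece, read by AlphaScreen after 30 min at room temperature.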
Active calls of the source: *; i = inactive; ? = inconclusive; . = no result given; & = joins results of further samples; [ ] = another dose, or the depositor's remark. Unless noted, calls follow the shape of the dose curve; as a rule, active = well fitted curve in the direction sought with a large enough effect; inconclusive = small, poorly fitted or top-dose-only effect, or another doubt; inactive = no such curve, though single readings can be large; an effect the other way counts as inactive or inconclusive.

SMILES	HCMV antiviral	AmpC detergent	CHX counter	FBPA Giardia inh	AmpC inh no detg	Shiga toxin inh	AMA1 RON2 block
CC(Oc1ccc(F)cc1)C(=O)Nc1cc(S(=O)(=O)N2CCOCC2)ccc1N1CCCC1 (stereo not given)	.	-10%	-2	7%	-7%	15	11%
CCOc1ccccc1NC(=O)CSc1nc2[nH]ncc2c(=O)[nH]1	-13	-18%	.	.	-14%	.	8%
Cc1ccc(-n2c(SCC(=O)N3CCC(C(=O)O)CC3)nc3ccccc3c2=O)cc1C	7	-1%	25*	21%	-20%	45*	86%[activator]
C/C(=N\Nc1ccc(Cl)cc1)c1ccncc1	19	-2%	21*	12%	-30%	47	6%
O=C(COC(=O)Cc1ccsc1)Nc1ccc(F)cc1Cl	-21	-18%	.	.	-16%	.	16%
S=C(Nc1ccc(Cl)cc1)NC1CCCCC1	-30	6%	41*	0%	-33%	68*	-13%
CC(C)(C)N(Cc1ccccc1)C(=O)COC(=O)Cn1cnc2ccccc2c1=O	36	-11%	1	2%	2%[11.4 µM]	2	-24%
COc1cc(N(C(=O)Cc2cccs2)C(C(=O)NC2CCCCC2)c2cccc(OC)c2OC)ccc1-n1cnnn1 (stereo not given)	-37	-10%	-1	-8%	176%[activator]	-15	-3%
O=C1[C@@H]2Cc3c([nH]c4ccccc34)[C@@H](c3ccccc3)N2C(=O)[C@@H]2Cc3c([nH]c4ccccc34)[C@@H](c3ccccc3)N12	.	?	-6	-2%	-17%	-18	.
COc1ccc(CCNC(=O)c2cnn3ccccc23)c(OC)c1OC	49	-3%	8	-2%	?	21	-7%
CCOc1ccccc1C(=O)NCC(=O)O	23	-1%	1	3%	-12%	-11	-4%
c1ccc(-c2cc(-c3nnc4n3N=C(c3ccc5ccccc5c3)CS4)[nH]n2)cc1	-96*	3%	3	16%	0%	17	-1%
Cc1ccc(S(=O)(=O)N2CCN(c3ncnc4c3cnn4-c3ccccc3)CC2)cc1	-7	-5%	8	2%	-16%	20	-4%
O=C(O)Cn1cc(C(=O)c2ccco2)c2ccccc21	47	-8%	-1	10%	-7%	19	1%
Cc1ccc(NC(=O)CSc2nc(=O)n(CCN(C)C)c3c2CCCC3)c(C)c1	-14	0%	.	.	1%	.	1%

Complete entries, quoted from the list.
C/C(=N\Nc1ccc(Cl)cc1)c1ccncc1 reads HCMV antiviral: 19; AmpC detergent: -2%; CHX counter: 21*; FBPA Giardia inh: 12%; AmpC inh no detg: -30%; Shiga toxin inh: 47; AMA1 RON2 block: 6%
Cc1ccc(-n2c(SCC(=O)N3CCC(C(=O)O)CC3)nc3ccccc3c2=O)cc1C reads HCMV antiviral: 7; AmpC detergent: -1%; CHX counter: 25*; FBPA Giardia inh: 21%; AmpC inh no detg: -20%; Shiga toxin inh: 45*; AMA1 RON2 block: 86%[activator]

Continued.
SMILES	HCMV antiviral	AmpC detergent	CHX counter	FBPA Giardia inh	AmpC inh no detg	Shiga toxin inh	AMA1 RON2 block
Cc1cc([N+](=O)[O-])cc2c1-c1ncccc1C2=Nc1ccccc1	-2	-6%	-2	4%	-50%	-13	-22%
Cc1c(NC2=CC(=O)CC(C)(C)C2)c(=O)n(-c2ccccc2)n1C	17	4%	6	4%	-9%	-4	3%
COc1ccccc1N1CCN(CCCNC(=O)C2CCCN(c3ncnc4c3nc3n4CCCCC3)C2)CC1 (stereo not given)	-31	-4%	-3	6%	171%[activator]	8	-2%
OC1(CNCc2cn[nH]c2-c2cc3ccccc3o2)CCCCC1	12	?	-6	-1%	-2%	-5	15%
NS(=O)(=O)c1ccc(CCNC(=O)c2coc3ccccc3c2=O)cc1	36	-1%	-1	9%	-20%	-6	1%
O=C1CNC(=O)/C(=C/c2cccs2)N1	18	-1%	8	2%	3%	11	-9%
O=c1c2cc([N+](=O)[O-])ccc2nc(CN2CCN(c3ccccn3)CC2)n1-c1ccccc1F	-20	-1%	-8	-6%	-13%	-1	8%
COc1cc(/C=N/NC(=O)c2cccc([N+](=O)[O-])c2)ccc1O	-27	0%	20	-11%	-41%	21	69%[activator]
COc1ccc2nc(/N=C/c3c(C)[nH]n(-c4ccc(C)cc4)c3=O)sc2c1	46	-4%	17*	12%	-11%	14	1%
CC(C)(C)c1ccc(C(=O)NCC(=O)N/N=C/c2cccs2)cc1	0	2%	13	-3%	-32%	18	9%
CCOC(=O)N1CCN(C(=O)CSc2ccc(-c3ccc(OC)c(OC)c3)nn2)CC1	166	-10%	11	4%	56%	20	4%
Cc1ccc(NC(=S)N2CCN(Cc3ccccc3)CC2)cc1	-36	?	11	2%	0%	41	-1%
O=C(CSCc1ccc(Cl)cc1)N1CCOCC1	-22	-4%	10	-5%	-15%	66*	-10%
O=C(CN(C(=O)CCC(=O)Nc1nccs1)c1cccc(C(F)(F)F)c1)NCC1CCCO1 (stereo not given)	21	0%	-4	10%	35%	-7	3%
CCn1c(CNc2ccccc2Cl)nnc1SCCN1CCCCC1	23	?	-4	3%	3%	-5	-3%
COc1ccc(CCNC(=O)CCNC(=O)c2ccc([N+](=O)[O-])cc2)cc1	-1	-7%	-1	8%	-7%	-2	-4%
O=C(COC(=O)C1CCC1)Nc1ccccc1Sc1ccccc1	-12	-5%	-1	5%	-10%	-7	-2%
O=C(Nc1cccc2ccccc12)N(CCO)C1CCS(=O)(=O)C1 (stereo not given)	-22	-1%	-2	1%	-9%	-3	-10%
COc1ccc(N/C=C(\C#N)S(=O)(=O)c2ccc(Cl)cc2)c(OC)c1	-35	-2%	-4	3%	-18%	3	-4%
COc1ccccc1C1C(C(N)=O)=C(C)Nc2ncnn21 (stereo not given)	67	-11%	-4	-1%	-7%	-11	0%
Cc1cccc2cc(C(c3nnnn3Cc3ccc4c(c3)OCO4)N3CCCC3)c(=O)[nH]c12 (stereo not given)	-9	-13%	-1	?	29%	48	0%
O=C(Nc1ccc2c(c1)OCO2)N1CCN(Cc2ccco2)CC1	58	12%	13*	8%	-25%	12	-4%
Cc1sccc1C1C(C#N)=C(N)SC(N)=C1C#N	.	4%	1	?	-26%	-5	.
O=C(COC(=O)CCC1CCCC1)Nc1nc2c(F)c(F)c(F)cc2s1	2	-3%	-1	2%	-23%	-22	3%
CCN1CCN(c2cc(C)c3cc(NC(=O)CCC(=O)Nc4ccc(OC)cc4OC)ccc3n2)CC1	-29	2%	-4	-1%	72%[activator]	-11	-2%
CC(=O)COC(=O)c1ccc2noc(-c3ccccc3)c2c1	-68*	2%	14*	-6%	18%	59*	17%
Cc1onc(-c2ccccc2)c1C(=O)N1CCN(c2ncccc2C(F)(F)F)CC1	?	-10%	0	.	155%[activator]	-3	-11%
CCCn1nc(C(=O)N2CCCc3ccccc32)c2ccccc2c1=O	?	4%	-1	-7%	-11%	-7	-2%
COc1ccccc1[C@@H]1C(c2cccc(C)c2)=NN(c2ccc(Br)cc2)[C@H]1C(=O)N1CCOC1=O	-3	.	-2	-4%	-10%	i	33%[activator]
O=[N+]([O-])c1cccc(-c2cc3cccc[n+]3cc2-c2cccc([N+](=O)[O-])c2)c1	-15	-11%	-3	1%	-19%	-8	-1%
O=C(CSc1nc2ccccc2c(=O)[nH]1)c1cccs1	-22	-14%	10	-3%	-35%	10	-1%
COc1ccc(-n2c(=O)c3c4c(sc3n(CC(=O)NCC3CCCO3)c2=O)CCCC4)c(OC)c1 (stereo not given)	0	1%	4	0%	145%[activator]	27	0%
CCN(CC)C(=O)c1ccc(NC(=O)c2cn(-c3ccccc3)nc2-c2ccc(OC)cc2)cc1	24	6%	2	.	123%[activator]	-3	-2%
COc1ccc(-c2cc(C(F)(F)F)nc(SCCC(=O)N3CCN4CCCC4C3)n2)cc1 (stereo not given)	?	-1%	-3	1%	100%[activator]	23	-2%
CCOC(=O)c1nnn(-c2nc(OC)nc(N3CCCCC3)n2)c1-c1ccccc1	.	-1%	-4	0%	18%	-39	.
CCOc1ccc(NC(=S)NCCCN2CCN(C3CCCCC3)CC2)cc1	-4	-11%	-2	-11%	-22%	-13	-2%
O=C(Cc1nnc(NC(=O)Nc2ccc(F)cc2)s1)Nc1ccccc1	86	-7%	-2	9%	-31%	22	-1%
CCN(CC)C(=O)c1[nH]cnc1C(=O)N[C@@H](CC(C)C)C(=O)OC(C)(C)C	21	2%	-1	-18%	66%[activator]	-6	39%[activator]
NS(=O)(=O)c1cccnc1Nc1cccc(Cl)c1	86	-2%	5	-12%	-23%	15	2%
Cc1cccc(N2C(=O)C(CC(=O)Nc3cccc(F)c3)N(CCc3ccncc3)C2=O)c1 (stereo not given)	44&-1	?	-7	0%	29%	-4	1%
Cc1cccc(-n2nnc(C(=O)NCc3ccco3)c2N)c1	25	-1%	21*	-4%	-10%	38*	2%
COc1ccc2cc(C(c3nnnn3CCc3ccccc3)N3CCC(O)CC3)c(=O)[nH]c2c1 (stereo not given)	-19	-3%	-6	1%	53%	-13	8%
Cc1c(C(=O)/C=C/N(C)C)nnn1-c1ccc(F)c(Cl)c1	16	-10%	33*	2%	-25%	76*	2%
COc1ccc(CC(=O)Nc2nc(C(C)(C)C)cs2)cc1	?	4%	10	1%	-25%	23	-4%
CC(C)C[C@H](NC(=O)CCn1nnc2ccccc2c1=O)C(=O)O	-23	1%	-4	3%	105%	7	1%
COc1ccc(C)cc1NC(=O)c1c(C)nn(Cc2ccccc2)c1Cl	-17	-9%	-3	6%	-2%	-9	0%
CN1CCN(NC(=O)CN2C(=O)S/C(=C\c3c(Cl)cccc3Cl)C2=O)CC1	-29	-2%	-4	11%	71%[activator]	-1	21%
COc1cc(/C=C/C(=O)OCC(=O)N2CCC(Cc3ccccc3)CC2)ccc1O	-18	?	4	6%	-24%	12	-22%
O=C(NC(NC(=S)Nc1ccc(Cl)cc1)C(Cl)(Cl)Cl)c1ccco1 (stereo not given)	-36	-7%	-3	-1%	?	-12	-13%
O=C(CSc1ncnc2nc[nH]c12)c1ccc(Cl)cc1	136	-16%	11*	14µM*	-19%	25*	130%[activator]
CCC(CC)C(=O)N1CCCC(c2nc(-c3cccs3)no2)C1 (stereo not given)	42	?	17	3%	1%	61*	-4%
CN(C)c1ccc(C(=O)N2CCCC(N3CCN(Cc4ccc5c(c4)OCO5)CC3)C2)cc1 (stereo not given)	-23	-6%	3	.	81%[activator]	29	-16%
O=C(CN1C(=O)C(=O)N(C2CCCC2)C1=O)Nc1ccccc1OC(F)F	-8	.	.	.	-26%	.	21%
O=C(CS(=O)(=O)c1cn(Cc2cccc(F)c2)c2ccccc12)N1CCOCC1	53	-5%	1	7%	69%[activator]	13	1%
CCOC(=O)N1CCN(C(=O)c2cccn3c(=O)c4c5c(sc4nc23)CCCC5)CC1	-36	6%	-2	0%	24%	16	11%
O=C(COC(=O)CNC(=O)c1cccc([N+](=O)[O-])c1)Nc1ccccc1OC(F)F	-32	?	0	-1%	3%	-11	-2%

Compounds were not picked by outcome. About 16% of those tested had a hit in this group.
